Screening data (PubChem)
NSD2 block – blocks human NSD2 histone methyltransferase activity; NSD2-SET H3K36me1 DELFIA fluorescence, biochemical; O96028; inhibition, % at 12.5 µM; AID 624260; 44,000 tested, 0.07% active; in the data active = inhibition above about 54%, passing the limit was not always enough; inconclusive = no clear call, values can overlap the other calls;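 note: inhibitors reduce the monomethyl H3K36 fluorescence signal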
Target sequence (O96028 whole entry, looked up): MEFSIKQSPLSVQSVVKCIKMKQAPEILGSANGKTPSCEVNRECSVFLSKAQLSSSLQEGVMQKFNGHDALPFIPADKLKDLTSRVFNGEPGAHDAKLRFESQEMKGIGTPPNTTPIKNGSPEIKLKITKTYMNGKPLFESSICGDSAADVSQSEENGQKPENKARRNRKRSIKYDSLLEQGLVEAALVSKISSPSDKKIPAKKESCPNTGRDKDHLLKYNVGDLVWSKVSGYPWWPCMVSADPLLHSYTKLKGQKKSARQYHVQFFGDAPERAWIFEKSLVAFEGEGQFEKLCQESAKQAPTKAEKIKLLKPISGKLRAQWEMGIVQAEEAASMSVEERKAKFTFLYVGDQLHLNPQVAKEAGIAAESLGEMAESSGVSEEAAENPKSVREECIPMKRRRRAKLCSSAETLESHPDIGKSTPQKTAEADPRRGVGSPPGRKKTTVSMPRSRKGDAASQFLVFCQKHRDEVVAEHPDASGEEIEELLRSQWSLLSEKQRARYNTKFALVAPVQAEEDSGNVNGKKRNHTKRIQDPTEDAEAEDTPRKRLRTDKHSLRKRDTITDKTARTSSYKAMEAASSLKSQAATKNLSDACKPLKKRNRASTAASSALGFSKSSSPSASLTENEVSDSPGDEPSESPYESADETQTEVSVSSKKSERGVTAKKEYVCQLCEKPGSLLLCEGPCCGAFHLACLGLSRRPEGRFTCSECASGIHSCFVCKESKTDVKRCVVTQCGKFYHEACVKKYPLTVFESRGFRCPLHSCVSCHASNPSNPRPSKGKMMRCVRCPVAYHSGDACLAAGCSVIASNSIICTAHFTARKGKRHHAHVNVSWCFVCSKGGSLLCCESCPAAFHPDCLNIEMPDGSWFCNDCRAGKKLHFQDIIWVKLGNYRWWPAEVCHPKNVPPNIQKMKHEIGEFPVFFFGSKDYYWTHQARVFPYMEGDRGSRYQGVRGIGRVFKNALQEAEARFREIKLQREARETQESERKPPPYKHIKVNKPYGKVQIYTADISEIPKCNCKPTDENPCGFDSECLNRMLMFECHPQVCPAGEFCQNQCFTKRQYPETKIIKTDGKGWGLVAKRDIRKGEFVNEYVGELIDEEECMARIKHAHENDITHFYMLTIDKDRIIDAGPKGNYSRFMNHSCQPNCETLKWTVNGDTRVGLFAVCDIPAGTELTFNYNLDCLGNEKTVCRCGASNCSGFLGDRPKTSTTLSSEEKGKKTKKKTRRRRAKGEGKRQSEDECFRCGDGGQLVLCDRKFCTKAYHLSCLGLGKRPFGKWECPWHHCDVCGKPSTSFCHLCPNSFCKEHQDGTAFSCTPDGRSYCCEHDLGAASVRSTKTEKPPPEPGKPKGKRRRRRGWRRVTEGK
* = called active by the depositor; ? = inconclusive. These rows are one share of the data; rates above refer to the full screens.

The opening five records (preview)
SMILES	NSD2 block
C[C@H]1CN([C@@H](C)CO)C(=O)Cc2cc(NS(=O)(=O)c3cccs3)ccc2O[C@H]1CN(C)C(=O)Nc1ccc2c(c1)OCO2	3
COc1ccccc1-c1cnc2c(c1)C(=O)N([C@H](C)CO)C[C@@H](C)[C@H](CN(C)Cc1ccc(C(=O)O)cc1)O2	0
C[C@@H]1CN([C@@H](C)CO)C(=O)Cc2cc(NC(=O)CCC(F)(F)F)ccc2O[C@@H]1CN(C)C(=O)NC1CCCCC1	3
C[C@@H]1CCCCO[C@@H](CN(C)CC2CC2)[C@H](C)CN([C@H](C)CO)C(=O)c2cc(NC(=O)Cc3ccccc3)ccc2O1	3
CC(C)CC#Cc1cnc2c(c1)C(=O)N([C@H](C)CO)C[C@H](C)[C@H](CN(C)C(=O)c1cnccn1)O2	2

The list itself, previewed entries included:
SMILES	NSD2 block
C[C@H]1CN([C@@H](C)CO)C(=O)Cc2cc(NS(=O)(=O)c3cccs3)ccc2O[C@H]1CN(C)C(=O)Nc1ccc2c(c1)OCO2	3
COc1ccccc1-c1cnc2c(c1)C(=O)N([C@H](C)CO)C[C@@H](C)[C@H](CN(C)Cc1ccc(C(=O)O)cc1)O2	0
C[C@@H]1CN([C@@H](C)CO)C(=O)Cc2cc(NC(=O)CCC(F)(F)F)ccc2O[C@@H]1CN(C)C(=O)NC1CCCCC1	3
C[C@@H]1CCCCO[C@@H](CN(C)CC2CC2)[C@H](C)CN([C@H](C)CO)C(=O)c2cc(NC(=O)Cc3ccccc3)ccc2O1	3
CC(C)CC#Cc1cnc2c(c1)C(=O)N([C@H](C)CO)C[C@H](C)[C@H](CN(C)C(=O)c1cnccn1)O2	2
Cc1ccc(S(=O)(=O)Nc2ccc3c(c2)C(=O)N([C@@H](C)CO)C[C@@H](C)[C@@H](CN(C)Cc2ccc(Oc4ccccc4)cc2)O3)cc1	-1
C[C@H](CO)N1C[C@H](C)[C@@H](CN(C)Cc2ccc(Oc3ccccc3)cc2)OCc2cnnn2CCCC1=O	2
O=C(CCCCCC(=O)Nc1ccccc1O)N/N=C/c1ccccc1OCCO	-1
Cc1ccc(S(=O)(=O)Nc2ccc3c(c2)CC(=O)N([C@H](C)CO)C[C@@H](C)[C@H](CN(C)Cc2ccccc2)O3)cc1	-6
C[C@@H]1CN([C@H](C)CO)C(=O)c2cc(NC(=O)Nc3ccc4c(c3)OCO4)ccc2O[C@H]1CN(C)C(=O)Nc1ccc2c(c1)OCO2	5
C[C@H]1CCCCO[C@@H](CN(C)Cc2ccc(C(=O)O)cc2)[C@@H](C)CN([C@@H](C)CO)C(=O)c2cc(NC(=O)Nc3ccc(C(F)(F)F)cc3)ccc2O1	-8
CC(C)NC(=O)Nc1ccc2c(c1)C(=O)N([C@@H](C)CO)C[C@H](C)[C@@H](CN(C)Cc1ccc(Oc3ccccc3)cc1)O2	-8
CN1C(=O)CC[C@H]1c1cccnc1	-2
C[C@@H]1CN([C@@H](C)CO)C(=O)c2cc(NC(=O)Nc3cccc4ccccc34)ccc2O[C@@H]1CN(C)S(C)(=O)=O	0
C[C@@H]1CN([C@@H](C)CO)C(=O)c2cc(NS(=O)(=O)c3ccccc3)ccc2O[C@@H](C)CCCCO[C@@H]1CN(C)C(=O)Nc1cccc2ccccc12	-10
C[C@H]1CN([C@@H](C)CO)C(=O)Cc2cc(NC(=O)C3CC3)ccc2O[C@@H]1CN(C)S(=O)(=O)c1ccccc1	1
Cc1ccc(S(=O)(=O)N(C)C[C@@H]2OCCCC[C@@H](C)Oc3ccc(NS(=O)(=O)c4ccccc4)cc3C(=O)N([C@H](C)CO)C[C@@H]2C)cc1	2
O=C(CCc1ccc(O)cc1)c1c(O)cc(O)cc1O[C@@H]1O[C@H](CO)[C@@H](O)[C@H](O)[C@H]1O	3
CC(C)NC(=O)Nc1ccc2c(c1)C(=O)N([C@@H](C)CO)C[C@H](C)[C@H](CN(C)S(=O)(=O)c1ccc(Cl)cc1)OCCCC[C@@H](C)O2	-11
CC(=O)N(C)C[C@@H]1Oc2cc(-c3ccccc3)ccc2S(=O)(=O)N([C@H](C)CO)C[C@@H]1C	-1
COc1cc(-c2coc3cc(OCc4ccccc4)c(OC)c(O)c3c2=O)cc(OCc2ccccc2)c1OC	1
Cc1noc(C)c1S(=O)(=O)Nc1ccc2c(c1)CC(=O)N([C@@H](C)CO)C[C@@H](C)[C@@H](CN(C)Cc1ccc(-c3ccccc3)cc1)O2	-4
CC(C)NC(=O)N(C)C[C@H]1Oc2c(NS(=O)(=O)c3ccccc3)cccc2C(=O)N([C@H](C)CO)C[C@@H]1C	0
Cc1ccc(-c2nn3c(C)nnc3c3ccccc23)cc1S(=O)(=O)NCCN1CCOCC1	0
COc1ccc(S(=O)(=O)Nc2ccc3c(c2)C(=O)N([C@H](C)CO)C[C@@H](C)[C@@H](CN(C)Cc2ccccc2)OCCCC[C@H](C)O3)cc1	-1
C[C@H](CO)N1C[C@H](C)[C@H](CN(C)Cc2ccc(-c3ccccc3)cc2)Oc2ccc(NC(=O)NC3CCCCC3)cc2C1=O	-1
CCC(=O)N(C)C[C@H]1Oc2cc(C#CCN(C)C)ccc2S(=O)(=O)N([C@H](C)CO)C[C@H]1C	1
Cc1noc(C)c1NC(=O)N(C)C[C@@H]1Oc2ccc(NS(C)(=O)=O)cc2C(=O)N([C@@H](C)CO)C[C@@H]1C	0
C[C@H]1CN([C@@H](C)CO)C(=O)Cc2cc(NS(=O)(=O)c3ccc(Cl)cc3)ccc2O[C@H]1CN(C)S(=O)(=O)c1cccs1	-2
C[C@H]1CN([C@@H](C)CO)S(=O)(=O)c2ccc(-c3cccc(F)c3)cc2O[C@H]1CN(C)S(C)(=O)=O	-1
C[C@@H]1CCCCO[C@@H](CN(C)Cc2ccncc2)[C@H](C)CN([C@@H](C)CO)C(=O)c2cc(NC(=O)c3ccncc3)ccc2O1	1
CC(=O)N(C)C[C@@H]1Oc2cc(-c3ccccc3)ccc2S(=O)(=O)N([C@H](C)CO)C[C@H]1C	0
O=C(C[C@H]1C=C[C@@H](NC(=O)Nc2cccc(F)c2)[C@@H](CO)O1)NCC1CCCCC1	1
CC(C)CC#Cc1cnc2c(c1)C(=O)N([C@@H](C)CO)C[C@H](C)[C@@H](CN(C)Cc1ccccc1C(=O)O)O2	1
Cn1c2c(c(=O)n(C)c1=O)CN(CC1CC1)CN2	4
C[C@@H]1CN([C@@H](C)CO)C(=O)c2cc(C3=CCCC3)cnc2O[C@@H]1CN(C)S(C)(=O)=O	-5
CN1CCN(C(=O)C[C@@H]2C[C@@H]3c4cc(NC(=O)c5cccnc5)ccc4O[C@@H]3[C@@H](CO)O2)CC1	-4
COc1ccc(NC(=O)Nc2ccc3c(c2)[C@@H]2C[C@@H](CC(=O)NC4CCCCC4)O[C@@H](CO)[C@@H]2O3)cc1	1
C[C@H]1CN([C@@H](C)CO)C(=O)c2cc(NS(=O)(=O)c3cccs3)ccc2O[C@@H]1CN(C)Cc1ccc2c(c1)OCO2	-3
C[C@@H]1CN([C@H](C)CO)C(=O)CCCn2cc(nn2)CO[C@@H]1CN(C)Cc1ccncc1	2
CCOc1ccc(-c2cn(S(=O)(=O)c3cccc4nsnc34)nc2N)cc1	0
Cc1ccc(S(=O)(=O)Nc2ccc3c(c2)C(=O)N([C@H](C)CO)C[C@H](C)[C@H](CN(C)C(=O)Nc2ccc(C(F)(F)F)cc2)OCCCC[C@@H](C)O3)cc1	-8
O=C[C@@H]1CCCN1C(=O)[C@@H]1CCCN1C(=O)OCc1ccccc1	-7
COc1ccc(S(=O)(=O)N(C)C[C@H]2Oc3c(NS(=O)(=O)c4ccccc4)cccc3C(=O)N([C@@H](C)CO)C[C@@H]2C)cc1	0
Cc1ccsc1/C=N/NC(=O)CCCCCC(=O)Nc1ccccc1O	2
CC(C)NC(=O)Nc1cccc2c1O[C@H](CN(C)C(=O)Nc1ccc3c(c1)OCO3)[C@H](C)CN([C@@H](C)CO)C2=O	1
C[C@H](CO)N1C[C@H](C)[C@H](CN(C)C(=O)Nc2ccc(F)cc2)OCCCC[C@H](C)Oc2ccc(NC(=O)CCCN(C)C)cc2C1=O	-3
Cc1cc2nc3c(=O)[nH]c(=O)nc-3n(CC(O)C(O)C(O)CO)c2cc1C (stereo not given)	4
C[C@@H]1CN([C@@H](C)CO)C(=O)c2cc(NC(=O)c3ccncc3)ccc2O[C@@H](C)CCCCO[C@H]1CN(C)Cc1ccc2c(c1)OCO2	2
CC(C)NC(=O)Nc1ccc2c(c1)C(=O)N([C@@H](C)CO)C[C@@H](C)[C@@H](CN(C)C)OCCCC[C@H](C)O2	-2

The listing continues.
SMILES	NSD2 block
C[C@@H]1CN([C@@H](C)CO)C(=O)c2cccc(NS(=O)(=O)c3ccc(F)cc3)c2O[C@@H]1CN(C)C(=O)NC1CCCCC1	-2
COc1ccc(CN(C)C[C@@H]2Oc3ccc(NS(=O)(=O)c4ccc(OC)cc4)cc3C(=O)N([C@H](C)CO)C[C@@H]2C)cc1	-2
CC1(C)COC(CCC/C=N/NC(=O)CCCCCC(=O)NO)OC1	-13
C[C@@H]1CN([C@H](C)CO)C(=O)CCCn2cc(nn2)CO[C@H]1CN(C)Cc1ccccc1C(=O)O	4
CCCCCCCCCCC(C)(C)C(=O)Nc1c(OC)cc(OC)cc1OC	9
CC(C)NC(=O)N(C)C[C@@H]1OCCCC[C@H](C)Oc2ccc(NC(=O)CCC(F)(F)F)cc2C(=O)N([C@@H](C)CO)C[C@H]1C	?
CCCc1ccc(OCc2ccc(C(=O)NCc3cccnc3)o2)c(OC)c1	-5
C[C@H]1CN([C@@H](C)CO)C(=O)Cc2cc(N(C)C)ccc2O[C@H]1CN(C)Cc1ccc2c(c1)OCO2	-2
CCC(=O)N(C)C[C@@H]1Oc2ncc(C#C[C@@H](C)O)cc2C(=O)N([C@H](C)CO)C[C@@H]1C	-3
C[C@@H]1CN([C@H](C)CO)C(=O)Cc2cc(NC(=O)Nc3ccc(C(F)(F)F)cc3)ccc2O[C@H]1CN(C)S(=O)(=O)c1cccs1	-7
Cc1ccccc1CN(C)C[C@@H]1OCc2cnnn2CCCC(=O)N([C@@H](C)CO)C[C@H]1C	-1
Cc1cc(C(=O)Nc2cccc3c2O[C@@H](CN(C)Cc2ccc(C(=O)Nc4ccccc4N)cc2)[C@H](C)CN([C@H](C)CO)C3=O)n(C)n1	0
COc1ccc(CN(C)C[C@H]2Oc3c(NS(=O)(=O)c4ccc(Cl)cc4)cccc3C(=O)N([C@@H](C)CO)C[C@H]2C)cc1	-2
C[C@@H]1CN([C@H](C)CO)S(=O)(=O)c2ccc(C#CC3CC3)cc2O[C@H]1CN(C)Cc1ccc(F)cc1	-9
C[C@H]1CCCCO[C@@H](CN(C)C(=O)Nc2ccccc2)[C@@H](C)CN([C@@H](C)CO)C(=O)c2cc(N(C)C)ccc2O1	-8
COC(=O)C[C@@H]1C[C@@H]2c3cc(N(C)C)ccc3O[C@@H]2[C@@H](CO)O1	0
C[C@H]1CN([C@@H](C)CO)C(=O)Cc2cc(NC(=O)C3CC3)ccc2O[C@H]1CN(C)C(=O)Nc1ccc2c(c1)OCO2	-3
C[C@@H]1CN([C@@H](C)CO)C(=O)c2cc(-c3cccc(C#N)c3)cnc2O[C@H]1CN(C)Cc1cccnc1	-5
C[C@@H]1CN([C@H](C)CO)C(=O)c2cccc(NS(=O)(=O)c3ccccc3)c2O[C@@H]1CN(C)S(=O)(=O)c1cccs1	-2
CNC[C@H]1Oc2cc(C#CCN(C)C)ccc2S(=O)(=O)N([C@H](C)CO)C[C@H]1C	-1

Random excerpt: three records from the list, in no set order.
SMILES	NSD2 block
C[C@@H]1CN([C@H](C)CO)C(=O)c2cccc(NS(=O)(=O)c3ccccc3)c2O[C@@H]1CN(C)S(=O)(=O)c1cccs1	-2
CN1CCN(C(=O)C[C@@H]2C[C@@H]3c4cc(NC(=O)c5cccnc5)ccc4O[C@@H]3[C@@H](CO)O2)CC1	-4
Cc1ccc(-c2nn3c(C)nnc3c3ccccc23)cc1S(=O)(=O)NCCN1CCOCC1	0

(cont.)
SMILES	NSD2 block
COc1ccc(S(=O)(=O)N(C)C[C@@H]2Oc3ccc(NS(=O)(=O)c4ccc(Cl)cc4)cc3C(=O)N([C@H](C)CO)C[C@@H]2C)cc1	-5
C=C(C(=O)O)[C@@H]1CC[C@@]2(C)CC[C@H](O)[C@@]2(C(C)=O)C1	-4
COc1cccc(NC(=O)N(C)C[C@@H]2Oc3cc(-c4ccccc4F)ccc3S(=O)(=O)N([C@@H](C)CO)C[C@H]2C)c1	-1
C[C@H]1CN([C@@H](C)CO)C(=O)c2cc(C#Cc3cccc(F)c3)cnc2O[C@H]1CN(C)CC1CCCC1	-1
C[C@H](CO)N1C[C@H](C)[C@@H](CN(C)C(=O)Nc2ccccc2)OCCCC[C@H](C)Oc2ccc(NS(=O)(=O)c3ccc(F)cc3)cc2C1=O	-2
COc1ccc(S(=O)(=O)N(C)C[C@@H]2Oc3ccc(NS(=O)(=O)c4ccc(C)cc4)cc3CC(=O)N([C@H](C)CO)C[C@H]2C)cc1	-1
O=C(N/N=C/c1ccc[nH]1)c1ccccc1O	-1
O=C(CCCCCC(=O)Nc1ccccc1O)N/N=C/[C@H](O)[C@@H](O)[C@H](O)[C@H](O)CO[C@H]1O[C@H](CO)[C@H](O)[C@H](O)[C@H]1O	-1
CC(C)NC(=O)N(C)C[C@@H]1OCCCC[C@@H](C)Oc2ccc(NC(=O)Nc3ccccc3)cc2C(=O)N([C@H](C)CO)C[C@@H]1C	2
C=CCOC(=O)[C@H]1[C@@H]2C(=O)O[C@@H](c3ccccc3)[C@@H](c3ccccc3)N2[C@@H](c2ccc(OCCOC(=O)[C@H]3C[C@H]4C(=O)NCC(=O)N4[C@H]3c3ccc(O)cc3)cc2)[C@]12C(=O)Nc1ccccc12	3
C[C@@H]1CCCCO[C@@H](CN(C)S(=O)(=O)c2ccc(F)cc2)[C@H](C)CN([C@@H](C)CO)C(=O)c2cc(NC(=O)C3CCCCC3)ccc2O1	2
CC(C)NC(=O)N(C)C[C@H]1Oc2ccc(NC(=O)CCC(F)(F)F)cc2CC(=O)N([C@@H](C)CO)C[C@@H]1C	1
